# Compound activity: PubChem, National Center for Advancing Translational Sciences (NCATS)
# Giardia killer – kills Giardia lamblia | activity change, % at 7.66 µM, hits read low | Giardia lamblia trophozoite viability | 340,000 tested, 0.15% active; in the data active = activity change below about -80%; inconclusive = between about -30% and that limit;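 also: parasites exposed to compound for two days anaerobically before the ATP read; % is scaled to controls: 0 for no effect and ±100 for the full control effect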
#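 Anaerobic 48 hrs incubation at 37 deg C of 100 trophozoites/well with test compounds; ATPLite 1-Step luminescence, 15-30 min RT, reports cellular ATP as viability.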
# VP16 counter – counter-screen for ROR gamma inhibitors: Gal4-VP16 reporter; Drosophila S2 Gal4-VP16 UAS-luciferase, luminescence, 20 h; Potency, µM (titrated, usually from 53.6 µM), without a hit: at the highest dose activity, negative = inhibition, most hits filed as inhibitors; 310,000 tested, 3.5% active; AID 2546;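 also: Gal4-VP16 expression switched on by copper sulfate through the metallothionein promoter; potency is read from the fitted curve at half-maximal effect; % is scaled to controls: 0 for no effect and ±100 for the full control effect; nearly all actives have a fitted effect of over 50% in size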
# Menin MLL FP TR – menin-MLL binding inhibition, Texas Red mutant peptide. O00255. Menin + Texas Red MLL mutant peptide, fluorescence polarization. Potency, µM (top dose mostly 61.6 µM), inactives show at the highest dose FP activity change, negative = inhibition, most hits filed as inhibitors. 270,000 tested, 0.23% active. AID 1768; active = well fitted inhibition curve with a large enough effect in the polarisation, with a control signal flat, not every such curve was filed as active; inconclusive = small, poorly fitted or top-dose-only effect, or effect the other way, or a change in a side signal; inactive = no such curve, though single readings can be large or run the other way; the % refers to the polarisation; also: potency is read from the fitted curve at half-maximal effect; % of control where 0% means no effect; many of its hits are not listed in these tables
# Rab9 prom act – activates the Rab9 promoter; Huh7 Rab9 promoter-luciferase reporter, luminescence, 24 h; Potency, µM (doses to about 9.22 µM), inactives show at the highest dose activation, negative = inhibition, actives largely listed as activators; 320,000 tested, 2.8% active; AID 485297; also: potency is read from the fitted curve at half-maximal effect; % of control where 0% means no effect; nearly all actives have a fitted effect of over 60% in size
#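 Cell-based reporter: Huh7 stable for Rab9 promoter-driven luciferase, plated in reduced-serum medium with 10% FBS at 1500 cells/well, compound-treated 24 h at 37 °C, luminescence read after 10 min reagent.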
# RORg inh – ROR gamma (mouse) transcription inhibition. P51450. Drosophila S2 Gal4-RORgamma UAS-luciferase reporter, 20 h. Potency, µM (doses to about 53.6 µM), for inactives: top-dose activity change, negative = inhibition, hits mostly inhibitors. 310,000 tested, 5.4% active. AID 2551; also: potency is read from the fitted curve at half-maximal effect; % is scaled to controls: 0 for no effect and ±100 for the full control effect; nearly all actives have a fitted effect of over 60% in size
# Target sequence (P51450 whole entry, looked up, the tested form may be a part): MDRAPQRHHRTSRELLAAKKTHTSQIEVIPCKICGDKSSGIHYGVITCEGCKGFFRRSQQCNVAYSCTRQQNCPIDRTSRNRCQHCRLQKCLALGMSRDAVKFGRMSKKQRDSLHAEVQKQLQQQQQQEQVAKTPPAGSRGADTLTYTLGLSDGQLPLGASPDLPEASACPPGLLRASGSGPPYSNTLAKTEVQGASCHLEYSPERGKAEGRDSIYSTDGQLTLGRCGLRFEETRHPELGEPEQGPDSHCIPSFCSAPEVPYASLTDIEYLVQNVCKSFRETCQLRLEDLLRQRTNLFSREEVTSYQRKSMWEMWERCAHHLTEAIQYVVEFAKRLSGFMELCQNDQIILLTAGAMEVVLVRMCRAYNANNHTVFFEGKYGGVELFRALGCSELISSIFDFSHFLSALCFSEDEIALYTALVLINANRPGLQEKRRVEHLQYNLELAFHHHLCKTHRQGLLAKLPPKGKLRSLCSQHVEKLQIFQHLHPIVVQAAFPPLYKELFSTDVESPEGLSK
#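 Drosophila S2 cells stably expressing Gal4-DBD/mouse RORγ fusion under metallothionein promoter plus UAS-luciferase; compound 1 h, then 700 uM CuSO4 induction for 20 h at ambient temperature; inhibition read as reduced luminescence.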
# ELG1 genotox – induces genotoxicity in HEK293T cells with luciferase-tagged ELG1 | HEK293T ELG1-luciferase reporter, luminescence, 16 h | Potency, µM (series often up to 46 µM), for the others: top-dose activity change, positive = activation, actives largely listed as activators | AID 504466 | 330,000 tested, 1.3% active; also: potency is read from the fitted curve at half-maximal effect; % of control where 0% means no effect; nearly all actives have a fitted effect of over 60% in size
#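 Reporter readout depends on ELG1 protein level, which increases with genetic stress. After 16 hr compound exposure at 37 °C, luciferase activity was quantified using ONE-Glo.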
# p53 reactivation – mutant p53 re-activation in reporter cells; 320,000 tested, 0.063% active; H1299 p53-A138V BP100-luciferase reporter, luminescence, 24 h; AID 504706; Potency, µM (highest dose often 92.2 µM), inactives show at the highest dose activity change, positive = activation, hits mostly activators; also: potency is read from the fitted curve at half-maximal effect; % of control where 0% means no effect; nearly all actives have a fitted effect of over 45% in size
#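 H1299 (p53-null), stable ts p53-A138V + BP100-Luc; 1000 cells/well, Opti-MEM/10% FBS; cpd 4 pt, 1:5; 24 h, 37 deg C, 5% CO2; detection reagent 10 min RT; luminescence.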
# BRCA1 expr act – activators of BRCA1 expression; AID 624202; MCF7-BRCA1-FFLuc reporter, luminescence, 48 h; response scale: scaled: vehicle 0%, 10 µM genistein 100%; Potency, µM (highest dose often 46.1 µM), without a hit: top-dose activation, usual class: activators; 380,000 tested, 1.1% active; also: potency is read from the fitted curve at half-maximal effect; nearly all actives have a fitted effect of over 80% in size; some results filed as inactive show a strong effect at the top dose
#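 Using MCF7 cells harboring a BRCA1 firefly luciferase reporter, plated 2 h before compound pinning, the screen measured luminescence after 48 h incubation. Responses were normalized to DMSO and 10 microM genistein, then fitted for concentration-effect.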
# FLuc modulator – inhibits or activates purified firefly luciferase, miR-21 counter-screen. P08659. purified FLuc, Km substrates, luminescence inhibition. Potency, µM (doses to about 57.5 µM), for inactives: at the top dose activity change, negative = inhibition, hits mostly inhibitors. 360,000 tested, 6.9% active. AID 588342;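 also: potency is read from the fitted curve at half-maximal effect; plate controls were vehicle for no effect and reference inhibitor for full effect; nearly all actives have a fitted effect of over 55% in size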
# Target sequence (P08659 whole entry, looked up): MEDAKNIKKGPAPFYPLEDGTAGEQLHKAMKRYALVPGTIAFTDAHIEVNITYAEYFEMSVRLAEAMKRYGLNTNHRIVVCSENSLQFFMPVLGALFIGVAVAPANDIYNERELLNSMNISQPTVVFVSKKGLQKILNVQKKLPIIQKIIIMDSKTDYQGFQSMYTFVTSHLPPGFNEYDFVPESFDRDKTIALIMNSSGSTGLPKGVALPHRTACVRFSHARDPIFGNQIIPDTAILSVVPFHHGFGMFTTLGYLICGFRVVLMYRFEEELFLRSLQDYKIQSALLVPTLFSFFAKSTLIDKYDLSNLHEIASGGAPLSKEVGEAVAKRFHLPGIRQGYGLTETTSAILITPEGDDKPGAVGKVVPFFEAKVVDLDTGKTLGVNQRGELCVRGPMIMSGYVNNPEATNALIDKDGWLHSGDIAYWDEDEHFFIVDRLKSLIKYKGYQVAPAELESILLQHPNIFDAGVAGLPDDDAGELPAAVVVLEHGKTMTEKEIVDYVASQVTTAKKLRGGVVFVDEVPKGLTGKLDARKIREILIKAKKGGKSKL
#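 Biochemical qHTS of compounds, final roughly 60 µM downward over six points, against 10 nM purified firefly luciferase using Km concentrations of substrates (10 uM D-luciferin, 10 uM ATP) in Tris acetate pH 7.5 buffer; luminescence output.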
# PKM2 activator – activators of human pyruvate kinase M2 | P14618 | purified PKM2, Kinase-Glo ATP luminescence, activation; response scale: 0% is enzyme alone, no compound | Potency, µM (series often up to 57.5 µM), for the others: at the highest dose activation, most hits filed as activators | 260,000 tested, 0.34% active; also: potency is read from the fitted curve at half-maximal effect; % is scaled to controls: 0 for no effect and ±100 for the full control effect; nearly all actives have a fitted effect of over 55% in size
#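 Purified hPK-M2 (>95%) run at intermediate activity with 0.1 mM ADP and 0.5 mM PEP in 50 mM imidazole pH 7.2, KCl, MgCl2; 1 h room temperature. ATP formed read by Kinase-Glo luminescence; normalized to uninhibited and no-enzyme controls.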
# NPC1 prom act – activates the NPC1 promoter. Huh7 NPC1 promoter luciferase reporter, 24 h. Potency, µM (highest dose often 9.22 µM), for inactives: at the highest dose activation, most hits filed as activators. 320,000 tested, 2.4% active. AID 485313;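 also: potency is read from the fitted curve at half-maximal effect; % of control where 0% means no effect; nearly all actives have a fitted effect of over 60% in size; reporter is driven by a mutant NPC1 promoter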
#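 In 1536-well qHTS, Huh7 cells harboring an NPC1 promoter–luciferase construct received compound for 24 h; activation was quantified by luminescence following luciferase reagent addition.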
# Numbers without * were called inactive; ? = inconclusive; · = no result given; [ ] = another dose, or the depositor's remark. Unless noted, calls follow the shape of the dose curve; as a rule, active = well fitted curve in the direction sought with a large enough effect; inconclusive = small, poorly fitted or top-dose-only effect, or another doubt; inactive = no such curve, though single readings can be large; an effect the other way counts as inactive or inconclusive.
# The line under a structure holds: FLuc modulator	NPC1 prom act	RORg inh	p53 reactivation	Rab9 prom act	PKM2 activator	Giardia killer	ELG1 genotox	BRCA1 expr act	Menin MLL FP TR	VP16 counter
> COCCSc1ccccc1C(=O)N1CCN(Cc2ccccc2)CC1
    7%	-4%	12%	-1%	2%	0%	1	-1%	-10%	-26%	-13%
> O=S(=O)(N/N=C\c1ccc2c(c1)OCO2)c1ccccc1
    21µM*	0%	10%	-6%	0%	3%	14	8%	32%	10%	2%
> CCC(C)N1CC23C=CC(O2)C(C(=O)OCc2ccccc2)C3C1=O (configuration not stated)
    -1%	-2%	25%	3%	-7%	-1%	2	1%	3%	0%	7%
> COC(=O)c1ccc(COC(=O)CNC(=O)c2cccc(OC)c2)o1
    -18%	-1%	·	2%	-2%	·	4	2%	-10%	·	·
> COc1ccc(CNC(=O)C(C)OC(=O)c2cccs2)cc1 (configuration not stated)
    1%	-3%	-18%	0%	-2%	-6%	-27	0%	0%	2%	-8%
> CCC(C)[C@H](NC(=O)OC(C)(C)C)C(=O)N/N=C/c1cccc2nccnc12 (some centres not stated)
    1%	-9%	-9%	3%	2%	-1%	4	3%	-12%	9%	0%
> CCCc1cc(=O)[nH]c(SCC(=O)Nc2ncc(S(=O)(=O)c3ccc([N+](=O)[O-])cc3)s2)n1
    1%	-5%	24%	6%	-3%	24%	7	-2%	-18%	·	-11%
> S=C(NCc1ccco1)N1CCN(Cc2ccco2)CC1
    -1%	-1%	8%	6%	-3%	6%	-13	-1%	3%	6%	-5%
> O=C(COc1ccc(F)cc1)Nc1nnc(C2CC2)s1
    ?	25%	·	11%	20%	·	-4	?	25%	·	·
> Cc1ccc(-c2nn(-c3ccccc3)cc2/C=C/C(=O)Nc2cccc(S(N)(=O)=O)c2)cc1
    ?	-4%	?	8%	-2%	2%	7	-6%	-59%	?	?
> CC1(C)Cc2c(c(N3CCOCC3)nc3sc(-c4ccc(C(=O)O)o4)c(N)c23)CO1
    -1%	1%	?	-4%	-7%	-10%	-3	-6%	-19%	?	3%
> Cc1cc(NCCCN(C)C)n2nc(-c3cccs3)cc2n1
    -11%	0%	?	-13%	1%	-5%	5	?	16%	2%	0%
> CCOC(=O)c1cnn(-c2ccc(NS(=O)(=O)c3ccc(Cl)cc3)cc2)c1C(F)(F)F
    3%	-1%	?	3%	-10%	4%	-14	-6%	-31%	·	-18%
> Cc1cc(C)cc(C(=O)NC(CC(N)=O)c2ccc(N3CCN(c4ccccc4)CC3)c([N+](=O)[O-])c2)c1 (configuration not stated)
    1%	1%	17%	·	0%	1%	-26	-1%	8%	?	-1%
> COc1cc(NS(=O)(=O)c2ccc(NC(=S)Nc3ccccc3)cc2)nc(OC)n1
    0%	-2%	11%	-3%	-5%	0%	-2	6%	0%	·	-4%

# In another format: entries from further up.
Structure,FLuc modulator,NPC1 prom act,RORg inh,p53 reactivation,Rab9 prom act,PKM2 activator,Giardia killer,ELG1 genotox,BRCA1 expr act,Menin MLL FP TR,VP16 counter
COc1ccc(CNC(=O)C(C)OC(=O)c2cccs2)cc1 (configuration not stated),1%,-3%,-18%,0%,-2%,-6%,-27,0%,0%,2%,-8%
CCC(C)[C@H](NC(=O)OC(C)(C)C)C(=O)N/N=C/c1cccc2nccnc12 (some centres not stated),1%,-9%,-9%,3%,2%,-1%,4,3%,-12%,9%,0%

# Other results follow:
# The line under a structure holds: FLuc modulator	NPC1 prom act	RORg inh	p53 reactivation	Rab9 prom act	PKM2 activator	Giardia killer	ELG1 genotox	BRCA1 expr act	Menin MLL FP TR	VP16 counter
> O=C(Nc1nccs1)[C@@H]1CCCN1S(=O)(=O)c1ccccc1F
    10%	-2%	·	2%	-3%	·	-27	-1%	-9%	·	·
> CCc1cccc(C)c1NC(=O)CCCN1C(=O)CN(C)C1=O
    -1%	-2%	·	12%	1%	·	-27	-1%	3%	·	·
> CCc1ccc(CN2CCCC(C(=O)N3CCCCC3)C2)cc1 (configuration not stated)
    -1%	-3%	-14%	-7%	-1%	0%	12	-5%	-6%	-18%	-7%
> COc1ccc(OC)c(/C=C/C(=O)NCCc2nc3ccccc3[nH]2)c1
    -6%	-3%	18%	-6%	-11%	-1%	-24	-5%	-15%	·	5%
> COc1ccc(N2C(=O)CC(NC3CC3)C2=O)cc1 (configuration not stated)
    2%	1%	2%	-2%	1%	-6%	7	1%	-5%	7%	5%
> CC1CCCCC1NC(=O)Cn1cnc2sccc2c1=O (configuration not stated)
    -2%	3%	·	-5%	13%	·	-14	0%	13%	·	·
> c1ccc(CSc2nnnn2-c2ccccc2)cc1
    -10%	3%	40%	0%	5%	10%	-10	9%	4%	0%	9%
> COc1ccc(C2CC(c3ccccc3)=NN2c2ccccc2)c(C(=O)O)c1OC (configuration not stated)
    ?	-11%	29%	-6%	0%	5%	-11	1%	-7%	?	-10%
> CC(=O)N1c2ccc(S(=O)(=O)N(C)Cc3ccccc3)cc2CC1C (configuration not stated)
    0%	-7%	23%	-4%	-1%	·	?	-14%	-1%	·	1%
> CC(=O)c1cccc(OC(=O)c2ccc3c(=O)n4c(nc3c2)CCC4)c1
    -18%	2%	·	5%	0%	·	3	-2%	31%	·	·
> Cc1sc(NC(=O)CSc2nc(O)cc(=O)[nH]2)nc1-c1ccccc1
    -19%	-3%	-1%	2%	-1%	2%	-8	0%	0%	24%	5%
> Cc1ccc(CN2CCN(CC(=O)N/N=C/c3c[nH]c4ccccc34)CC2)cc1
    3%	-3%	-34%	-7%	0%	4%	6	1%	-53%	-4%	-3%
> O=C(Nc1ccccc1N1CCCCC1)c1ccc2nccnc2c1
    -1%	-2%	-10%	-17%	0%	2%	38[activator]	-3%	-68%	7%	-1%
> CCc1ccc2c(CN(CC)Cc3nc4ccccc4c(=O)[nH]3)cc(=O)oc2c1
    -1%	-2%	8.9µM*	?	2%	-3%	-6	-4%	10%	5%	?
> Cc1cccc(Oc2ncnc3onc(C)c23)c1
    6%	-3%	45%	4%	-3%	9%	-21	-3%	7%	22%	-1%

# Full records as entered above:
# Cc1ccc(CN2CCN(CC(=O)N/N=C/c3c[nH]c4ccccc34)CC2)cc1 is entered as FLuc modulator = 3%; NPC1 prom act = -3%; RORg inh = -34%; p53 reactivation = -7%; Rab9 prom act = 0%; PKM2 activator = 4%; Giardia killer = 6; ELG1 genotox = 1%; BRCA1 expr act = -53%; Menin MLL FP TR = -4%; VP16 counter = -3%
# CCc1ccc(CN2CCCC(C(=O)N3CCCCC3)C2)cc1 (configuration not stated) is entered as FLuc modulator = -1%; NPC1 prom act = -3%; RORg inh = -14%; p53 reactivation = -7%; Rab9 prom act = -1%; PKM2 activator = 0%; Giardia killer = 12; ELG1 genotox = -5%; BRCA1 expr act = -6%; Menin MLL FP TR = -18%; VP16 counter = -7%
# CC(=O)c1cccc(OC(=O)c2ccc3c(=O)n4c(nc3c2)CCC4)c1 is entered as FLuc modulator = -18%; NPC1 prom act = 2%; RORg inh = ·; p53 reactivation = 5%; Rab9 prom act = 0%; PKM2 activator = ·; Giardia killer = 3; ELG1 genotox = -2%; BRCA1 expr act = 31%; Menin MLL FP TR = ·; VP16 counter = ·

# Continuation.
# The line under a structure holds: FLuc modulator	NPC1 prom act	RORg inh	p53 reactivation	Rab9 prom act	PKM2 activator	Giardia killer	ELG1 genotox	BRCA1 expr act	Menin MLL FP TR	VP16 counter
> COc1ccc(N2CC(NC(=O)c3ccc4ccccc4c3)CC2=O)cc1OC (configuration not stated)
    4%	-2%	·	-4%	-1%	·	-15	15%	-8%	·	·
> Cc1cc(C)c(OCCOCCN2CCN(C)CC2)c(Cl)c1
    3%	-5%	13%	·	-2%	-14%	9	-3%	1%	7%	-7%
> Cc1cccc(C)c1NC(=O)CCN1C(=O)C2C3CCC(C3)C2C1=O (configuration not stated)
    -2%	-6%	-16%	0%	-8%	1%	-1	-4%	-9%	-3%	-5%
> COc1ccc(C)cc1NC(=O)C1CCCN1S(=O)(=O)c1ccccc1F (configuration not stated)
    2%	-2%	·	-2%	1%	·	3	-7%	-11%	·	·
> COC(=O)c1c(NC(=O)COC(=O)CCNS(=O)(=O)c2ccccc2)sc(C)c1C
    3%	-2%	-10%	18%	17%	2%	22	11%	-43%	·	-7%
> NC(=O)c1ccccc1C[C@H](C(=O)O)N1C(=O)c2ccc(C(=O)O)cc2C1=O
    0%	-2%	-14%	·	-4%	·	·	·	·	-13%	-1%

# These rows are one share of the data; the hit share may differ from the screen's.
